# TR-FRET SRC-2 ct: counter-screen for PPARgamma SRC-2 recruitment agonists: TR-FRET artefact; TR-FRET ratio at 8 µM; AID 1049; stronger effect = higher value; hit rate 0.4% among 200,000; in the data active = TR-FRET ratio above about 2000; note: inactives centre near 1500
# Diaphorase inh: inhibits diaphorase or chemically oxidizes, flagging diaphorase assay artifacts; diaphorase resazurin-to-resorufin fluorescence, NADH, 16 min; bacterial (C. kluyveri) enzyme, not human; inhibition, % at 20 µM; hit rate 0.69% among 190,000; AID 1217;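 active = primary screen inhibition at 20 µM above a set limit, cut at about 50% in these data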;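 note: plate controls were DMSO with full reaction for no effect and wells lacking NADH for full effect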
#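 System: Diaphorase enzyme from Clostridium kluyveri | Amount: Enzyme working solution with 0.14 U/mL diaphorase | Benchmarks: No-NADH positive control and DMSO neutral control | Signal: Fluorescence of resorufin formed from resazurin, Ex 544/Em 590 nm | Schedule: 16-min room-temperature incubation before reading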
# PPARg SRC2 recr: agonists of SRC-2 recruitment by human PPARgamma; P37231; PPARgamma LBD-SRC-2 recruitment, biochemical; activation, % at 8 µM; hit rate 0.34% among 200,000; AID 1032; in the data active = activation above about 22%;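 note: 0% = vehicle and 100% = reference agonist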
# PMI act satM6P: activators of human phosphomannose isomerase at near-saturating mannose 6-phosphate. P34949. coupled PMI enzyme assay, resazurin fluorescence, 20 min; stronger effect = higher value; 1 = untreated enzyme, 0 = substrate-free blank. activation factor at 20 µM. hit rate 0.34% among 190,000;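 active = activation factor of 2 or more at 20 µM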
# Target sequence (P34949 whole entry, looked up): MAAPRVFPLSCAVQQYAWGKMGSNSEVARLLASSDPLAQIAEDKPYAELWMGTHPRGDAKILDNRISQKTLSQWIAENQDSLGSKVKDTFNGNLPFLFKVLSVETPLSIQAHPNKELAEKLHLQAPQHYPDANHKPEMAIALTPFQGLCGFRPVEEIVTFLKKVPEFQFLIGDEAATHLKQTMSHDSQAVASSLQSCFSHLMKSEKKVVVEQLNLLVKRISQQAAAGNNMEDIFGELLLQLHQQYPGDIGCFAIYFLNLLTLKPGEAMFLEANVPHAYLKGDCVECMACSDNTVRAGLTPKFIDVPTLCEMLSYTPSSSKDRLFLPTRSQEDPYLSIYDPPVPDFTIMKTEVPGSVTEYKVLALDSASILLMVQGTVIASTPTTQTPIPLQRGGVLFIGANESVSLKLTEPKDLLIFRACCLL
#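 Technique: Diaphorase-driven resazurin-to-resorufin fluorescence, excitation 544, emission 590 nm | Assay system: Human PMI in coupled enzyme assay | Times: Enzyme reaction with compound 20 min at room temperature | Medium: HEPES-buffered pH 7.4 with magnesium and detergent | Reagent: Mannose-6-phosphate 1.0 mM (near-saturating) plus 0.22 mM NADP+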
# S1P3 antagonist: blocks the human S1P3 receptor; hit rate 0.27% among 170,000; Q99500; CHO S1P3 NFAT-BLA reporter, FRET fluorescence, antagonist mode; inhibition, % at 4.98 µM;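 active = inhibition above the plate cutoff, the mean inhibition of test wells on that plate plus 3 SD, cut at about 28% in these data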;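 note: cells challenged with S1P at its EC80 of 0.8 µM; blue over green emission ratio from cleaved BLA substrate after 4 h stimulation; 0% = S1P-stimulated wells and 100% = unstimulated DMSO-only wells; some compounds past the cut are filed as inactive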
# Target sequence (Q99500 whole entry, looked up): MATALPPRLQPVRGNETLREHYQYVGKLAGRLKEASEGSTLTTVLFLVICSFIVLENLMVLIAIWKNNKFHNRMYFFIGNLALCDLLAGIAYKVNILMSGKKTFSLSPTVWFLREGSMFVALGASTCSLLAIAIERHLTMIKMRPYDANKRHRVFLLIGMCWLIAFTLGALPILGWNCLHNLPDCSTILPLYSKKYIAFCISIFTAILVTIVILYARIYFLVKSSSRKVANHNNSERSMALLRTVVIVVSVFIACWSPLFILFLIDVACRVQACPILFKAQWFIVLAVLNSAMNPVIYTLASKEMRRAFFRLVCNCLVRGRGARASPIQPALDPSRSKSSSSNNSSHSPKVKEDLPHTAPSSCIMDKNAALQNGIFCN
# Diaph act CS: activates diaphorase or chemically reduces, flagging diaphorase assay artifacts; Diaphorase/resazurin coupled assay, resorufin fluorescence, 16 min; stronger effect = higher value; 1 = vehicle wells, 0 = NADH-free wells; activation factor at 20 µM; hit rate 0.005% among 190,000; AID 1229;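 active = diaphorase activity raised at least twofold by the compound at 20 µM; inactive = activation factor below 2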
#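 Test system: Clostridium kluyveri diaphorase, purified enzyme; input: enzyme 0.07 U/mL final; buffer or medium: 50 mM HEPES pH 7.4 with 4.542 mM MgCl2, 0.005% Tween 20; also added: 0.114 mM NADH and 0.1 mM resazurin, final amounts; schedule: 16 min enzyme reaction, ambient temperature; technique: fluorescence of resorufin, 544 nm excitation, 590 nm emission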
# PPARg SRC-3 ag: agonists of human PPARgamma SRC-3 coactivator recruitment; biochemical PPARgamma/SRC-3 coactivator recruitment assay; activation, % at 8 µM; hit rate 0.26% among 200,000; in the data active = activation above about 23%;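 note: 0% = DMSO and 100% = reference agonist; some compounds past the cut are filed as inactive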
# G6PDH counter: counter-screen for G6PDH assay hits: L. mesenteroides G6PDH inhibition. Purified L. mesenteroides G6PDH, diaphorase/resazurin coupled fluorescence, 45 min. inhibition, % at 5 µM. hit rate 0.12% among 200,000; in the data active = inhibition above about 50%
# PPARg SRC1 recr: PPARgamma-driven SRC-1 recruitment agonism | activation, % at 8 µM | PPARgamma-SRC-1 coactivator recruitment biochemical assay | AID 631 | hit rate 0.41% among 200,000 | P37231; in the data active = activation above about 19%;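 note: 0% = DMSO and 100% = reference agonist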
# ROMK mod: modulates human ROMK potassium channel activity; Tet-inducible ROMK, thallium flux fluorescence; actives lie on both sides; P48048; hit rate 2% among 130,000; B-score at 10 µM;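 active = signal ratio slope over the read window, or its plate-corrected B-score, at least 3 SD from the plate mean, either direction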;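 note: B-score of the F/F0 ratio slope over 7 to 12 s after thallium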
# PMI act: phosphomannose isomerase (human) activation; P34949; purified human PMI, coupled resazurin fluorescence, 20 min; stronger effect = higher value; 1 = vehicle control, 0 substrate-free wells; activation factor at 20 µM; hit rate 0.005% among 190,000;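 active = activation factor of 2 or more at 20 µM, relative to plate controls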
# * = called active by the depositor; nt = not tested or not shown.
Molecule	TR-FRET SRC-2 ct	PPARg SRC1 recr	PPARg SRC2 recr	PMI act	Diaph act CS	G6PDH counter	S1P3 antagonist	ROMK mod	Diaphorase inh	PPARg SRC-3 ag	PMI act satM6P
O=C(c1ccc(=O)[nH]c1)N(Cc1cccs1)C1(C(=O)NC2CCCC2)CCCCC1	1497	4	8	1	1	8	-22	0.44	-4	3	1.1
C=CCNC(=S)NNC(=O)c1ccc(C)c(Cl)c1	1793	8	7	1	1	20	1	1.4	-1	2	0.9
CCOC(=O)N1CCN(C(=O)c2cccn3c(=O)c4sccc4nc23)CC1	1597	0	1	0.9	0.9	-4	nt	-0.035	11	7	0.9
Cc1nc2sc3c(c2c(=O)o1)CC(C)(C)OC3	1725	4	5	0.9	0.9	-4	nt	-0.48	14	8	0.9
CC1Cc2ccccc2N1C(=O)CSc1nc2ccccc2o1 (stereo not given)	1614	-4	-4	1	0.9	2	-4	-1.2	13	-12	1
CC(C)S(=O)(=O)c1ccc(C(=O)Nc2ccc(F)cc2F)cn1	1296	-3	1	0.9	1	4	-6	-0.1	2	-2	1
Cc1cc(C)c2nc(-c3ccccn3)cc(C(=O)n3cccn3)c2c1	1715	12	5	1.1	1.1	12	4	0.27	-13	0	1.1
CC1(C)Oc2cc(N)c([N+](=O)[O-])cc2O1	1574	-3	-3	0.8	0.9	-1	nt	nt	10	8	0.7
Fc1ccccc1C1c2[nH]c3ccccc3c2CCN1Cc1cccn1-c1ncccn1 (stereo not given)	1504	13	-2	0.9	0.7	17	1	-1	27	2	0.8
O=C(N/N=C1/CCSC1)c1cc(Br)ccc1O	1738	3	7	1.1	1	5	-31	-0.058	-3	4	1.2
Cc1cc(NC(=O)c2ccccc2Cl)c(C(C)C)cc1O	1459	-2	6	1.2	1	9	nt	nt	3	1	1.1
Nc1nc2ccc(C(=O)NC3CCCCC3)cc2s1	1536	0	2	1	0.8	1	6	nt	20	3	0.9
O=C(C1CCCN(S(=O)(=O)c2cnc[nH]2)C1)N1CCN(Cc2ccccc2)CC1 (stereo not given)	1342	-1	-2	1	0.9	-9	-12	nt	6	-5	1
O=C(CN1CCN(c2ccccc2)CC1)Nc1c(C(=O)C2CC2)oc2ccccc12	1449	6	7	1	1	6	10	1.1	-2	1	1
Cc1nn(Cc2ccc(Cl)cc2)c(C)c1NC(=O)CCCn1nc(C)c([N+](=O)[O-])c1C	1447	5	-4	0.8	0.9	18	5	-0.11	7	1	1
Cc1ccc(C)c(S(=O)(=O)N2CC(=O)Nc3ccccc32)c1	1576	-2	6	0.9	0.9	-7	-10	nt	10	15	1
CCCn1c2ccccc2c2nnc(SC(CC)C(=O)Nc3cc(C)on3)nc21 (stereo not given)	1542	2	0	1	0.8	2	nt	-0.56	17	16	1
CCOc1nc(-c2ccc(OC)cc2)ccc1-c1noc(C)n1	1496	8	9	0.8	0.9	6	-1	nt	15	10	0.9
Cc1c(Nc2ncnc3c2cnn3-c2ccccc2)c(=O)n(-c2ccccc2)n1C	1437	-2	-1	0.9	0.8	-3	0	nt	17	1	0.9
CC(=O)NC(Cc1cc(C)ccc1C)C(=O)N1CCN(C(=O)c2ccccc2Br)CC1 (stereo not given)	1589	2	-1	1	0.9	2	6	-0.22	6	4	1
O=C(O)C1C2C=CC(O2)C1C(=O)Nc1ccc2c(c1)OCCO2 (stereo not given)	1693	7	12	1	0.9	12	10	-0.29	8	-3	0.8
CC(C)C(=O)N(Nc1nc2ccccc2s1)C(=O)C(C)C	1326	-1	3	0.9	0.9	-8	0	nt	12	0	1.1
Cc1ccc(S(=O)(=O)CCC(=O)Nc2nc3c(s2)CCCC3)cc1	1503	-1	-7	1.1	1	16	nt	nt	4	3	1.1
COc1cccc(N(CC(=O)N2CCN(c3ccccc3OC)CC2)S(C)(=O)=O)c1	1547	4	8	1	0.9	-2	nt	0.69	11	4	1
CC(C)OCCCNC(=O)c1ccc(NS(C)(=O)=O)cc1	1405	4	7	1	0.9	-1	-5	nt	9	4	1
CCCc1[nH]c(=O)c(C#N)c2c1COC(C)(C)C2	1607	1	15	1	1	3	nt	1.6	-1	-8	1
Cc1cccc(N2CCN(Cc3nc(-c4ccccc4Cl)oc3C)CC2)n1	1519	12	-1	0.9	1	0	-16	0.38	1	0	0.9
COc1ccc(S(=O)(=O)NC2CC2)cc1-n1cnnn1	1320	-8	8	1	0.9	1	-3	1	5	6	1
COc1cc(SC)ccc1C(=O)Nc1ccc(S(=O)(=O)N2CCCC2)cc1	1377	1	0	0.9	0.8	2	-9	nt	19	-5	1
COc1ccc(N2C(=O)C(Cl)=C(N(CCO)Cc3ccccc3)C2=O)cc1	1686	8	4	1.1	0.8	-3	-3	nt	16	2	1
CCCCNC(=O)COC(=O)c1ccc(F)cc1Cl	1701	9	1	1.2	1	9	-10	-0.062	0	1	1.2
Cc1ccccc1-c1oc(C)c(C)[n+]1[O-]	1606	5	5	1.3	0.9	3	-9	-0.72	11	4	1.2
Cc1cc2nc(Sc3c([N+](=O)[O-])nc(C)n3Cc3ccccc3)[nH]c2cc1C	1678	4	-2	1	1	7	0	nt	2	5	1
CNC(=O)c1cc(Cl)c(OC)c(OC)c1	1480	2	-5	0.9	0.9	0	3	nt	10	-3	1
Cc1ccc(C)c(S(=O)(=O)Nc2ccc3sc(C)nc3c2)c1	1488	0	7	1.1	0.9	7	nt	-2.5	14	11	1
O=C(COc1ccc(S(=O)(=O)NC2CCCCC2)cc1)NCC1CCCO1 (stereo not given)	1457	6	1	0.9	0.9	1	-23	0.69	12	-5	1
CCOc1ccc(C(C)(C)C)cc1S(=O)(=O)N1CC(C)OC(C)C1 (stereo not given)	1500	-9	-1	0.9	0.8	1	-24	nt	22	-4	0.9
Oc1ccc2ccccc2c1/C=N/Nc1nnc(-c2ncc[nH]2)c2ccccc12	1798	3	4	1	1	-10	nt	-1	-1	5	1.1
COc1ccc(-n2c(C)cc(C(=O)COc3ccc(C)nc3[N+](=O)[O-])c2C)cc1	1693	8	11	0.8	0.8	4	-9	-1.7	23	-1	0.6
Cc1cc([N+](=O)[O-])ccc1-c1ccc(C2Nc3ccccc3C(=O)N2O)o1 (stereo not given)	1589	4	-3	1	0.3	-1	nt	nt	68*	5	0.9
O=c1cc(CSc2nnc(Nc3ccccc3)s2)nc2sccn12	1609	3	-1	1	0.8	16	nt	0.41	17	0	1
CSc1ccc(S(=O)(=O)Nc2ccc3c4c(cccc24)CC3)cc1	1573	-11	1	0.9	0.9	6	nt	nt	8	-8	1
Cn1c(=O)cc(OCCCC(=O)N2CCN(c3ccccn3)CC2)c2ccccc21	1622	6	0	0.9	0.8	11	-14	nt	18	3	0.9
O=C1C=C(Nc2ccc(O)cc2)CC(c2ccco2)C1 (stereo not given)	1645	-1	3	0.8	0.5	14	nt	1.8	46	17	0.4
N#Cc1c(-c2ccc(F)cc2)nc2n(c1=O)CCS2	1393	-2	-7	1	0.9	-4	nt	0.45	9	-7	1
COc1ccccc1C(=O)N/C(=C/c1ccccc1)C(=O)Nc1ccc(C(=O)O)cc1	1509	7	-8	1.2	1	2	-21	0.47	3	-6	1.3
Cc1ccc(C(=O)N(CCCN(C)C)c2nc3ccc(Cl)cc3s2)cc1C	1332	-2	-2	1.2	1.2	-7	-9	0.57	-17	-3	1.1
CCOC(=O)Cc1c(C)c2c(C)nn(-c3ccccc3)c2oc1=O	1672	8	12	0.9	0.8	7	nt	nt	22	17	1
COc1ccnc(N2CCN(c3ccc(Cl)cc3)CC2)c1C#N	1478	-2	-3	0.9	0.9	-1	nt	nt	12	-1	1
Cc1ccc(NC(NC(=O)c2cccnc2)C(Cl)(Cl)Cl)cc1 (stereo not given)	1424	2	1	0.9	0.8	-8	1	nt	24	-1	0.9
O=C(C(Cc1ccccc1)N1C(=O)C2C3CCC(C3)C2C1=O)N1CCCCC1 (stereo not given)	1567	8	-1	1	0.9	-5	nt	-0.91	9	7	1
C=CCNC(=O)C(=O)NCCCN1CCOCC1	1491	6	0	1	1	5	-9	-0.027	-1	1	1
O=C(N/N=C/c1cccs1)c1cccc(NC(=O)c2ccccc2Cl)c1	1570	0	0	1	0.9	-21	0	-0.76	8	-2	1
CCC(C)NC(=O)CN(c1ccc(OC)cc1)S(=O)(=O)c1ccccc1 (stereo not given)	1451	-8	-5	nt	nt	4	-8	0.73	nt	-3	nt
C/C(=N\NC(=O)c1ccccc1Br)c1ccc(N2CCOCC2)cc1	1426	6	-3	1	1	4	-15	0.36	3	0	1
Cc1nc(NCCN2CCOCC2)c2oc3ccccc3c2n1	1557	10	0	1	0.9	-3	nt	-0.13	8	-3	1
O=C(Nc1ccc(Cl)cc1)Nc1nnc(CSCc2ccc(Cl)cc2)s1	1790	2	0	1	0.9	-8	-14	nt	13	2	0.9
Cc1cccc(OCCc2nnc(N)s2)c1C	1675	4	0	1.1	0.9	-1	14	0.67	10	6	1
COc1cc(/C=N/NC(=O)CNC(=O)c2ccco2)ccc1O	1504	-5	-7	1	1	-5	-26	-0.085	1	-1	1
O=C(CSc1nnc(-c2cccnc2)s1)Nc1ccnc2ccccc12	1583	4	1	0.8	0.8	15	19	nt	19	-4	0.9
Cc1ccc(-n2nc3cc(Cl)c(NC(=O)c4ccco4)cc3n2)cc1	1366	-5	-6	1	1	6	nt	-0.32	-4	-10	1.1
O=C1c2cccc3cccc(c23)C(=O)N1OS(=O)(=O)c1ccc(Cl)cc1	1437	-4	10	1.1	0.8	-21	4	0.5	19	1	1.1
Cc1sc2nc(COC(=O)c3c(F)cccc3F)[nH]c(=O)c2c1C	1556	6	-5	1	0.9	5	-19	0.77	5	5	1

# Profiles, quoted from the list. Order of values: TR-FRET SRC-2 ct, PPARg SRC1 recr, PPARg SRC2 recr, PMI act, Diaph act CS, G6PDH counter, S1P3 antagonist, ROMK mod, Diaphorase inh, PPARg SRC-3 ag, PMI act satM6P
# `COc1cc(SC)ccc1C(=O)Nc1ccc(S(=O)(=O)N2CCCC2)cc1` in the list: 1377, 1, 0, 0.9, 0.8, 2, -9, nt, 19, -5, 1
# `COc1cc(/C=N/NC(=O)CNC(=O)c2ccco2)ccc1O` in the list: 1504, -5, -7, 1, 1, -5, -26, -0.085, 1, -1, 1
